RXFP1 antagonist – RXFP1 (human) relaxin receptor antagonism; Q9HBX9; actives 0.59% (n = 350,000); activity change, negative = inhibition, % at 57.5 µM; HEK293-RXFP1, relaxin-stimulated cAMP HTRF, 30 min; stronger effect = lower value;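 active means activity change of -60% or lower, but not beyond a set lower limit; inconclusive means change between -60% and -40%, or beyond the set limit; inactive means change above -40%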; further: on the % scale 0 is the no-effect control and ±100 the full control effect
D1 ag – activates the human D1 dopamine receptor. P21728. actives 1% (n = 360,000). activation, % at 2 µM. HEK293 T-REx D1 cells, calcium flux, agonist mode; further: 0% is about no effect
Target sequence (P21728 whole entry, looked up): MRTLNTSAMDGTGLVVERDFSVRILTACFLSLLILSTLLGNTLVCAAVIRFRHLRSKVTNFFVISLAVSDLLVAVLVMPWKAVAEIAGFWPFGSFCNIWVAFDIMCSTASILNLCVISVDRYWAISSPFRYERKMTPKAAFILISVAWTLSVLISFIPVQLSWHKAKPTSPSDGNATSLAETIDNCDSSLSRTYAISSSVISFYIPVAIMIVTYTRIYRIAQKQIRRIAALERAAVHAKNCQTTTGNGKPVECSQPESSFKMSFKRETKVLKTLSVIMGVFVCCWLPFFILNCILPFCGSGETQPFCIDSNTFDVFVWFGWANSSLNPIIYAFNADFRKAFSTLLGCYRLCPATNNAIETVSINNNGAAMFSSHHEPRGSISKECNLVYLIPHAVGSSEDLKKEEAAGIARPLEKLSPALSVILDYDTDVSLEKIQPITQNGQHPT
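Tetracycline-induced HEK293 TREx D1 cells, force-coupled to calcium signalling, were dye-loaded with a no-wash calcium kit. Compound was pin-added after a 10 s baseline. Fluorescence was read kinetically at 1 cycle/s for 180 s, with calcium rises flagged as agonism.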
D1 potentiator – human D1 dopamine receptor positive modulation; potentiation, % at 10 µM; HEK293 TREx D1 cells, calcium flux, dopamine EC20 potentiation; actives 0.036% (n = 360,000); P21728; in the data active means potentiation above about 30%; further: 0% is about no effect
D1 antagonist – blocks dopamine activation of the human D1 receptor. P21728. HEK293 TREx D1 cells, calcium flux, dopamine EC80; stronger effect = lower value. activity change, negative = inhibition, % at 10 µM. actives 3.2% (n = 360,000). AID 504652; in the data active means activity change below about -30%; further: on the % scale 0 is the no-effect control and ±100 the full control effect
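Tetracycline-induced HEK293 T-REx cells with force-coupled D1 receptor were loaded with a no-wash calcium dye. Compound was added after a 10 s baseline and read kinetically for 180 s; EC80 dopamine was then added and calcium flux followed another 180 s.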
D2 potentiator – positive allosteric modulators of human D2 dopamine receptor. P14416. HEK293 T-REx D2, calcium flux, EC20 dopamine potentiation. potentiation, % at 10 µM. actives 0.34% (n = 340,000). AID 485347;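 active means potentiation over 3 SD above the plate norm, cut at about 30% in these data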; further: 0% is about no effect
Target sequence (P14416 whole entry, looked up): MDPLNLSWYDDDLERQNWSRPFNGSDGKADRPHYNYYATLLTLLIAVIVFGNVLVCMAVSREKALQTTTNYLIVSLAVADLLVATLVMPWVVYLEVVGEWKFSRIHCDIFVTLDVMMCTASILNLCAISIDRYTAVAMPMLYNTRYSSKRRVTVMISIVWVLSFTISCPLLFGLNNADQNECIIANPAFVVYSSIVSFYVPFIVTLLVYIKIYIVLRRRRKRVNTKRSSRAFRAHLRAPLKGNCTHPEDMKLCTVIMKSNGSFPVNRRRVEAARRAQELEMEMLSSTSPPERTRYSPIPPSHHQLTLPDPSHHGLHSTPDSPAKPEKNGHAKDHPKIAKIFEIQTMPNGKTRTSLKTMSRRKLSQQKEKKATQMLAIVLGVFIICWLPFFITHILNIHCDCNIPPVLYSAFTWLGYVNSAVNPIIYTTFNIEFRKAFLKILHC
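Using a no-wash calcium dye in inducible, force-coupled HEK293 Trex cells expressing D2, we tracked fluorescence each second for 180 s after compound, then for 180 s after EC20 dopamine to detect augmented signalling.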
D2 agonist – activates the human D2 dopamine receptor; AID 485358; actives 0.53% (n = 340,000); activation, % at 2 µM; HEK293 T-REx D2 cells, calcium flux agonist mode;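 active means activation over 3 SD above normal in the single-dose calcium agonist read, cut at about 30% in these data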; further: 0% is about no effect
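In this primary screen, compounds producing a positive calcium signal within 180 s of addition to tetracycline-induced, force-coupled HEK293 Trex D2 cells are flagged; cells are dye-loaded with a no-wash calcium kit beforehand.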
D2 antagonist – antagonizes the human D2 dopamine receptor; inhibition, % at 10 µM; P14416; HEK293 TREx D2 cells, calcium flux, dopamine EC80; actives 2% (n = 340,000); in the data active means inhibition above about 30%; further: 0% is about no effect
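Measurement of antagonist activity uses fluorescent calcium dye in inducible HEK293 T-REx D2 cells: 10 s baseline, compound addition with 180 s read, EC80 dopamine addition with a further 180 s read.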
TRHR PAM – TRH receptor (human) allosteric enhancement; TRHR cells, fluo-8 calcium fluorescence, EC20 TRH enhancement; P34981; enhancement, % at 2 µM; actives 0.66% (n = 360,000); in the data active means enhancement above about 30%; further: 0% is about no effect
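Enhancer read-out: after compound pinning and an initial kinetic agonist-mode read, an EC20 of TRH (10 nM final) was injected and fluo-8 calcium signal (Ex 480/Em 530) followed at 1 s/cycle for 100 cycles in TRHR-expressing cells.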
TRHR agonist – activates the human TRH receptor; actives 0.18% (n = 360,000); TRHR cells, calcium flux fluo-8, FDSS agonist mode; P34981; activation, % at 2 µM; AID 493084; further: 0% is about no effect
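TRHR-expressing cells loaded with fluo-8 calcium dye; 23 nL library compound pin-transferred, kinetic FDSS fluorescence (Ex 480/Em 530) recorded about 180 s for agonist-induced calcium release, before a 10 nM TRH EC20 addition for potentiator mode.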
Active calls of the source: *; ? = inconclusive; . = no result given; & = joins results of further samples; ! = not confirmed by another sample. Unless noted, no stated cut-off is given here; in the data, active means activation above about 30%; inactive means the rest.

#1 Cc1ccc(-n2cc(CNCCCn3cccn3)c(-c3cccc(C)c3)n2)cc1
#2 CC(C)(C)OC(=O)N1CCC(c2c(C(=O)N3CCCCC3)cnn2-c2ccccc2Cl)CC1
#3 Cn1c(SCC(=O)NCC2CCCO2)nnc1-c1ccc(Cl)cc1 (configuration not stated)
#4 CCOc1ccc(N(C(C)C(=O)N2CCOCC2)S(C)(=O)=O)cc1 (configuration not stated)
#5 COc1ccc(/C=C2/SC(=S)N(CCCC(=O)Nc3ccc(O)cc3)C2=O)cc1
#6 COc1ccc(NC(=O)COc2ccc(-c3nn(C)c(=O)c4ccccc34)cc2)cc1
assay / entry	1	2	3	4	5	6
RXFP1 antagonist	-64*	17	6	3	7	-1
D1 ag	44*	2	0	2	0	3&2
D1 potentiator	-15	2	0	-5	-5	-4&-4
D1 antagonist	-41*	1	12	-6	-14	-40*!
D2 potentiator	-22	6	10	-2	-3	-10&3
D2 agonist	0.5	0.3	-0.1	-0.3	-0.4	-0.6&0.0
D2 antagonist	25	.	-12	-10	3	9
TRHR PAM	-1	6	2	0	11	-3&7
TRHR agonist	0.8	0.2	-0.1	-0.6	0.2	1.7&-0.6

#7 CC(=O)c1cccc(NS(=O)(=O)c2ccc(N/C=C\C(=O)c3ccc(F)cc3)cc2)c1
#8 O=C(CSc1nnc(CNC(=O)c2ccccc2F)o1)c1ccc(Cl)cc1
#9 CC(C)c1ccc(S(=O)(=O)N2CCN(C(=O)C3CCCC3)CC2)cc1
#10 CC(=O)Nc1ccc2nc(CN3CCN(CC=C(C)C)C(CCO)C3)ccc2c1 (configuration not stated)
#11 Cc1ccc(NC(=O)c2nnn(Cc3cccc(C(F)(F)F)c3)c2N)c(C)c1
#12 O=C(c1ccc(F)cc1)c1c[nH]c(C(=O)NCc2ccco2)c1
assay / entry	7	8	9	10	11	12
RXFP1 antagonist	-1	-2	6	15	-5	-6
D1 ag	16	5	5	2	11	5
D1 potentiator	-6	-3	-4	-4	1	-1
D1 antagonist	-19	-15	-2	-28	-45*	9
D2 potentiator	-2	6	2	10	2	10
D2 agonist	0.6	-0.2	-1.0	0.7	0.6	0.7
D2 antagonist	-4	15	15	7	.	-1
TRHR PAM	1	0	-11	5	8	-1
TRHR agonist	0.0	-0.3	-0.2	0.0	2.6	0.4

#13 COCc1cc(=O)[nH]c(SCCS(=O)(=O)c2ccc(C)cc2)n1
#14 Cc1ccc(-c2nc(NCCN(C)C)c3ccccc3n2)cc1
#15 CCN(Cc1ccccc1)C(=O)c1ccc(SC)cc1OC
#16 CCc1cc(C(=O)OC)c(NC(=O)CCC(=O)O)s1
#17 Cc1cc(C)n(C2=NS(=O)(=O)c3ccccc32)n1
#18 COc1ccc(CCNS(=O)(=O)c2cc3c4c(c2)CC(=O)N4CCC3)cc1
assay / entry	13	14	15	16	17	18
RXFP1 antagonist	7	-8	-5	-11	1	?
D1 ag	1	10	2	5	1	1
D1 potentiator	0	2	-3	-1	6	-6
D1 antagonist	3	8	-1	9	5	-5
D2 potentiator	.	-7	0	11	-3	-4
D2 agonist	.	-0.5	-1.4	0.6	0.3	-0.1
D2 antagonist	.	7	13	-3	5	35*
TRHR PAM	3	2	2	3	-5	7
TRHR agonist	0.3	1.3	-0.5	-0.7	0.6	0.0

#19 CC(NC(=O)/C(C#N)=C/c1cn[nH]c1-c1ccccc1)c1ccccc1 (configuration not stated)
#20 COc1cccc(Cn2c(N)c(C#N)c3nc4ccccc4nc32)c1OC
#21 COc1ccc(C)cc1NC(=O)CN(C)S(=O)(=O)c1ccc2[nH]c(=O)oc2c1
#22 Cc1cc(C)nc(-n2nc(C)c3c(C(F)F)cc(C)nc32)n1
#23 CC(C)Cc1nc2sc3c(NCc4ccco4)ncnc3c2c2c1COC(C)(C)C2
#24 Cc1cccnc1Nc1nc(-c2ccccc2)cs1
assay / entry	19	20	21	22	23	24
RXFP1 antagonist	-9	-2	-21	-7	-2	-15
D1 ag	8	7	0	1	4	8
D1 potentiator	-2	-2	-5	-2	2	-1
D1 antagonist	1	-43*	-6	2	11	16
D2 potentiator	10	13	-8	-6	0	-1
D2 agonist	-0.7	-1.7	1.5	0.2	0.6	-0.8
D2 antagonist	16	-33	.	3	-1	2
TRHR PAM	0	8	7	-2	1	-3
TRHR agonist	-0.4	-0.5	-0.1	0.6	-0.2	-0.3

An excerpt from above with just TRHR PAM, D1 ag and D1 antagonist:
nr | compound | TRHR PAM | D1 ag | D1 antagonist
21 | COc1ccc(C)cc1NC(=O)CN(C)S(=O)(=O)c1ccc2[nH]c(=O)oc2c1 | 7 | 0 | -6
20 | COc1cccc(Cn2c(N)c(C#N)c3nc4ccccc4nc32)c1OC | 8 | 7 | -43*
24 | Cc1cccnc1Nc1nc(-c2ccccc2)cs1 | -3 | 8 | 16
23 | CC(C)Cc1nc2sc3c(NCc4ccco4)ncnc3c2c2c1COC(C)(C)C2 | 1 | 4 | 11
22 | Cc1cc(C)nc(-n2nc(C)c3c(C(F)F)cc(C)nc32)n1 | -2 | 1 | 2

Additional compounds:
#25 COc1cc2c(cc1OC)C(c1ccccc1C)CC(=O)N2 (configuration not stated)
#26 CC1CCCCN1C(=O)COC(=O)C1CCN(S(=O)(=O)c2c(Cl)cccc2Cl)CC1 (configuration not stated)
#27 CCCC(=O)NC(C)C(c1cccs1)N1CCN(C)CC1 (configuration not stated)
#28 COc1ccc(/C=C(/C#N)c2nc(-c3ccc(Br)cc3)cs2)cc1
#29 Cc1c(C(=O)NCCN2CCOCC2)oc2ccccc12
#30 O=C(C1CCN(c2nnc(-n3cccc3)s2)CC1)N1CCN(Cc2ccc3c(c2)OCO3)CC1
assay / entry	25	26	27	28	29	30
RXFP1 antagonist	7	-3	9	9	6	-17
D1 ag	0	8	2	8	0	6
D1 potentiator	-6	-3	1	-1	-3	-3
D1 antagonist	0	8	-8	16	-16	2
D2 potentiator	7	1	-8	-3	1	-20
D2 agonist	-0.4	0.4	-0.2	2.3	0.5	71*
D2 antagonist	10	-2	3	.	-4	32*
TRHR PAM	-6	-5	-5	-6	4	0
TRHR agonist	0.9	0.3	-0.2	1.2	0.0	-0.4

#31 CC1(C)CC(=O)C(C=NCCN2CCOCC2)=C(O)C1
#32 CCN(CC(=O)Nc1cc(Cl)ccc1C)C(=O)C1COc2ccccc2O1 (configuration not stated)
#33 COC(=O)c1ccc(CN2CCCC(C(=O)Nc3ccc(-c4ccn[nH]4)cc3)C2)cc1 (configuration not stated)
#34 CS(=O)(=O)N(CC(=O)N1CCc2ccccc2C1)Cc1ccc(F)cc1
#35 Cn1c(N2CCOCC2)cc(=O)n(C)c1=O
#36 CCN1C(=O)N(C)C2(c3ccccc3)N(C)C(=O)N(C)C12c1ccccc1 (configuration not stated)
assay / entry	31	32	33	34	35	36
RXFP1 antagonist	3	0	-7	-4	7	1
D1 ag	7	0	4	3	1	4
D1 potentiator	-9	-9	0	-1	4	1
D1 antagonist	-4	2	-11	6	10	1
D2 potentiator	5	8	-21	0	6	6
D2 agonist	0.3	0.1	-0.2	-0.2	-0.2	0.0
D2 antagonist	13	-24	3	11	-2	-7
TRHR PAM	18	-8	1	-4	2	-1
TRHR agonist	0.0	-0.4	1.5	-0.3	-0.1	-0.1

#37 Cc1c(C(c2cccc(O)c2)c2c(C)n(C)n(-c3ccccc3)c2=O)c(=O)n(-c2ccccc2)n1C
#38 O=C(Cc1cccc(C(F)(F)F)c1)OCN1C(=O)c2ccccc2C1=O
#39 CC(=O)c1ccc(NC(=O)CCNS(=O)(=O)c2cc(Br)cnc2N)cc1
#40 CC(C)Cn1c(SCC(=O)NCc2ccc(Cl)cc2)nnc1-c1cccc(S(=O)(=O)N2CCOCC2)c1
#41 COc1ccc(CCNC(=O)CCC(=O)NC2CCCC(C)C2C)cc1OC (configuration not stated)
#42 O=C(Nc1ccc2c(c1)nc1n2CCSC1)c1ccccc1
assay / entry	37	38	39	40	41	42
RXFP1 antagonist	-6	-1	-20	-4	-17	-7
D1 ag	4	10	1	1	2	-3
D1 potentiator	4	-10	7	-3	2	-7
D1 antagonist	11	-8	-6	3	-8	9
D2 potentiator	13	18	11	-2	.	-15
D2 agonist	0.4	-0.4	0.9	0.2	.	-1.3
D2 antagonist	-12	-19	24	-7	.	6
TRHR PAM	0	7	-5	-1	-2	2
TRHR agonist	0.2	-0.4	0.4	0.6	0.2	-1.4

#43 CCOC(=O)c1c(NC(=O)Cc2cccs2)sc(C(=O)NC2CCCCC2)c1C
#44 Cc1cccc(NC(=O)CSc2nccn2Cc2ccco2)c1
#45 CCOC(=O)CSC1=C(C#N)C(c2ccco2)C(C(=O)Nc2cccc(C(F)(F)F)c2)=C(C)N1 (configuration not stated)
#46 CCCCCC(=O)Nc1ccc(N2CCN(C(=O)c3ccccc3)CC2)cc1
#47 CCc1ccc(-c2cc(C)no2)cc1S(=O)(=O)N1CCN(C(=O)c2ccco2)CC1
#48 COc1ccc(Nc2nc(-c3ccc4c(c3)NC(=O)CO4)cs2)cc1
assay / entry	43	44	45	46	47	48
RXFP1 antagonist	3	4	-6	-2	0	?
D1 ag	5	5	6	0	2	1
D1 potentiator	-5	0	-1	-3	1	-6
D1 antagonist	-3	17	12	4	-2	-6
D2 potentiator	21	0	7	-1	-7	3
D2 agonist	-0.1	-1.2	0.3	-0.1	0.3	0.8
D2 antagonist	-7	16	2	-10	4	6
TRHR PAM	-6	-1	-12	4	-3	17
TRHR agonist	0.8	-2.0	0.8	-1.5	-0.6	-0.5

Shown as a hit in RXFP1 antagonist, of those listed so far:
#	molecule	RXFP1 antagonist	D1 ag	D1 potentiator	D1 antagonist	D2 potentiator	D2 antagonist	TRHR PAM	TRHR agonist
1	Cc1ccc(-n2cc(CNCCCn3cccn3)c(-c3cccc(C)c3)n2)cc1	-64*	44*	-15	-41*	-22	25	-1	0.8

Following part:
#49 Cc1cc(OCC(=O)N2CCN(c3ccccc3)CC2)c2c(C)cc(=O)oc2c1
#50 COc1ccccc1C(CNC(=O)c1ccc(NS(=O)(=O)c2ccc(F)c(C)c2)cc1)N(C)C (configuration not stated)
#51 COc1cc2[nH]c(=O)n(CCC(=O)N3CC=C(c4ccccc4)CC3)c(=O)c2cc1OC
#52 CN1CCCC1CCNS(=O)(=O)c1ccc(Br)cc1 (configuration not stated)
#53 Cc1ccc(/C=N/NC(=O)C2(O)c3ccccc3-c3ccccc32)o1
#54 O=C(CSc1nnc(-c2ccncc2)n1Cc1ccccc1)NC1CCCCC1
#55 O=c1cc(-c2ccccc2)oc2ccccc12
#56 COc1cc(OC)cc(C(=O)NC2CC(C)(C)NC(C)(C)C2)c1
assay / entry	49	50	51	52	53	54	55	56
RXFP1 antagonist	5	-16	-1	0	-5	-3	-23	6
D1 ag	1	3	-1	6	5	0	0	10
D1 potentiator	1	-3	0	-13	-1	1	8	-1
D1 antagonist	13	5	-6	-33*	-23	1	-5	-4
D2 potentiator	4	0	14	-15	0	-12	1	18
D2 agonist	-1.0	-1.1	-0.4	-0.2	3.1	1.7	-0.2	-1.6
D2 antagonist	-10	0	2	-3	15	4	-9	82*
TRHR PAM	-2	6	7	-2	0	2	0	11
TRHR agonist	0.0	0.6	0.1	-0.7	0.8	-0.6	-0.5	-3.2

Source: PubChem BioAssay (National Center for Advancing Translational Sciences (NCATS))
